HEK293 viab: counter-screen for SNCA expression inhibitors: cell viability; HEK-293-SNCA-luc viability, GF-AFC fluorescence, 24 h; Potency, µM (titrated, usually from 57.1 µM), for the others: at the top dose activity change, negative = cytotoxicity, usual class: cytotoxic; 150,000 compounds, 0.12% hits; AID 1671193;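 note: potency is the fitted concentration of half-maximal effect; 0% = DMSO-treated cells and -100% = medium-only wells without cells; nearly all actives have a fitted effect of over 30% in size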
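HEK-293-SNCA-luc cells (1500/well) plated 24 h, then exposed 24 h to a dilution series; GF-AFC added 30 min at 37C, fluorescence 405/540 nm; normalised to medium-only and DMSO wells, Hill fit.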
SNCA expr inh: reduces expression of the alpha-synuclein gene | Potency, µM (top dose mostly 57.2 µM), for the others: at the highest dose activity change, negative = inhibition, most hits filed as inhibitors | 140,000 compounds, 0.17% hits | HEK-293 SNCA-luciferase knock-in, luminescence, 24 h;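 note: potency is the fitted concentration of half-maximal effect; plate controls were DMSO cells for no effect and cell-free wells for full effect; nearly all actives have a fitted effect of over 45% in size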
3T3 cytotox: kills NIH 3T3 cells; NIH 3T3 viability, CellTiter-Glo ATP luminescence, 48-72 h; 94,000 compounds, 4.3% hits; Potency, µM (series often up to 96.7 µM), for the others: at the top dose activity change, negative = cytotoxicity, actives largely listed as inhibitors; note: potency is the fitted concentration of half-maximal effect; nearly all actives have a fitted effect of over 55% in size
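First NIH 3T3 cells are plated at 400 cells/well; next compound is pinned in; then plates incubate 48 or 72 hr at 37 °C; finally CellTiter-Glo is added and luminescence read after 10 min.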
GPT2 inh: blocks human glutamate pyruvate transaminase 2 | Q8TD30 | Recombinant GPT2, coupled pyruvate oxidase/HRP Amplex Red fluorescence | Potency, µM (series often up to 57.7 µM), inactives show at the highest dose activity change, negative = inhibition, actives largely listed as inhibitors | 100,000 compounds, 0.25% hits; note: potency is the fitted concentration of half-maximal effect; nearly all actives have a fitted effect of over 60% in size; many of its hits are not listed in these tables
Target sequence (Q8TD30 whole entry, looked up): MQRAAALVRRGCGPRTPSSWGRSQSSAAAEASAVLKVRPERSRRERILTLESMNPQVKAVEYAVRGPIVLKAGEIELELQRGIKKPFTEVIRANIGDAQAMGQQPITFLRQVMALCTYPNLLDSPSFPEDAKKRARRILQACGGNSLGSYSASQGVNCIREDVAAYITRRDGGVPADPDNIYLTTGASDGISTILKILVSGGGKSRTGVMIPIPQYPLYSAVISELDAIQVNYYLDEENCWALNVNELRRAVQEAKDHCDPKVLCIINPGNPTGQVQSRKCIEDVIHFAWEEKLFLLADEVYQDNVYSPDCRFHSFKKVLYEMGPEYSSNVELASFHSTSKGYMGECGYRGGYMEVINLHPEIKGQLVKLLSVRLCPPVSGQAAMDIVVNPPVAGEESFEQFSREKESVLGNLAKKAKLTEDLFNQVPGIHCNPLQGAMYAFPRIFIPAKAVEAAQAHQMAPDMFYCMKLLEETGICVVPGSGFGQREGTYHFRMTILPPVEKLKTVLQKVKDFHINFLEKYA
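Fluorescence of coupled pyruvate oxidase/HRP/Amplex Red system (50uM Amplex, 30 min, dark) reports pyruvate formed by GPT2. Enzyme reaction: 10ng/uL GPT2, 2mM L-alanine, 250uM a-KG, 30 min room temperature, pH 7.5; 50uM AOA control.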
Luciferase inh: inhibitors of firefly (Photinus pyralis) luciferase; purified P. pyralis luciferase, luminescence, biochemical; Potency, µM (top dose mostly 115 µM), for the others: at the top dose activity change, negative = inhibition, hits mostly inhibitors; 76,000 compounds, 2.5% hits; P08659; note: potency is the fitted concentration of half-maximal effect; nearly all actives have a fitted effect of over 65% in size
Target sequence (P08659 whole entry, looked up): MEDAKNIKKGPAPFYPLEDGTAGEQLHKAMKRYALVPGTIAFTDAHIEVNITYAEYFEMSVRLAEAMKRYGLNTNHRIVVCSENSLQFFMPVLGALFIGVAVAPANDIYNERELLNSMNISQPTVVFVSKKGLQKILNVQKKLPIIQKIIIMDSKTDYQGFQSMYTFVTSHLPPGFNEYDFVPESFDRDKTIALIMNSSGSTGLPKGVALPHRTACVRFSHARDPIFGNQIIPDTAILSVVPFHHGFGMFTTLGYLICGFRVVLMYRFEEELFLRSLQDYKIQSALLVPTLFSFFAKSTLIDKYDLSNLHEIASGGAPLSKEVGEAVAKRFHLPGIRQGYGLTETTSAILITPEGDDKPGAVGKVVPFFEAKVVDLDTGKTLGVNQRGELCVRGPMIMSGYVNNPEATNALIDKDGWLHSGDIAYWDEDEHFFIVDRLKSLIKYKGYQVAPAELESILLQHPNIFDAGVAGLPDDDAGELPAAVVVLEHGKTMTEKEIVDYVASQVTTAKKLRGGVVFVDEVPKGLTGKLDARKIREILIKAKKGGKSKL
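Cell-free enzyme assay, 10nM P. pyralis luciferase, luciferin and ATP each at 10uM. Inhibition profiled over a 6-point titration, read as luminescence.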
IP6K1 inh: inhibitors of human IP6K1 | Q92551 | IP6K1 kinase, ADP-Glo luminescence, 2 h; stronger effect = lower value | activity change, % (series mostly up to about 58 µM) | 140,000 compounds, 0.81% hits; in the data active = activity change below about -25%
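ADP-Glo luminescence measures ADP made by human IP6K1 during a 2 h RT reaction with ATP/IP6 (mix at 1.3 mM/130 uM); top library doses 57.5 and 19.1 uM final.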
HEK293 tox: HEK 293 cell cytotoxicity | HEK 293 viability, ATP luminescence (CellTiter-Glo), 48-72 h | Potency, µM (titrated, usually from 115 µM), without a hit: top-dose activity change, negative = cytotoxicity, most hits filed as inhibitors | 94,000 compounds, 6.6% hits | AID 1345083; note: potency is the fitted concentration of half-maximal effect; nearly all actives have a fitted effect of over 60% in size
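HEK 293 cells seeded at 250 cells/well were exposed to compound for 48 or 72 hr at 37 degree Celsius. Viability taken as ATP content by CellTiter-Glo luminescence.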
An asterisk follows results filed as active; i = inactive; ? = inconclusive; . = not tested or not shown; & = joins results of further samples; [ ] = remark or other dose. Unless noted, calls come from the whole dose curve; as a rule, active = well fitted curve in the direction sought with a large enough effect; inconclusive = small, poorly fitted or top-dose-only effect, or another doubt; inactive = no such curve, though single readings can be large; an effect the other way counts as inactive or inconclusive. Unless noted, % is set by controls: 0 for no effect and ±100 for the full control effect. A portion of the library, so the mix of outcomes need not match the whole.

smiles | SNCA expr inh | Luciferase inh | GPT2 inh | 3T3 cytotox | HEK293 tox | IP6K1 inh | HEK293 viab
CCOc1cccc(-c2noc(-c3ncn4c3COC(c3ccc(F)cc3)C4)n2)c1 (stereo not drawn) | -12% | 0% | i | ? | ? | -3 | -4%
CC(C)NC(=O)CN1C(=O)NC(c2ccc(Cl)cc2)C2=C1COC2=O (stereo not drawn) | -3% | -3% | 4% | -23% | ? | 11 | 4%
CCc1nc(-c2c3n(c(=O)n(CC(=O)Nc4ccc(F)c(Cl)c4)c2=O)CCCC3)no1 | -27% | -1% | 4% | -4% | -1% | 15 | 2%
CCCC(=O)Nc1nc2c(s1)CC(C(C)(C)C)CC2 (stereo not drawn) | 120%[activator] | . | . | . | . | -4 | -4%
COCC(=O)NC1CCC12CCN(Cc1cccnc1)CC2 (stereo not drawn) | -1% | . | 4% | i | i | 7 | 7%
O=C(c1cnccn1)N1CCC2(CC1)N=C(c1ccccc1)NO2 | 6% | 10% | i | 0% | 13% | 12 | 7%
COc1ccc(CNC(=O)C2=CC(c3cccc(OC)c3)=NS(=O)(=O)N2C)cc1 | 21% | . | . | . | . | -16 | 1%
COc1ccc(NC(=O)c2nn(C)c3c2CS(=O)(=O)c2ccccc2-3)cc1Cl | 14% | . | . | . | . | -1 | 5%
O=C(Nc1cccc(F)c1)N1CCCCCC1c1nc(-c2ccncc2)no1 (stereo not drawn) | -13% | 17% | i | -25% | -13% | 2 | -12%
O=C(NC1CCCC1)N1CCC(Cc2nncn2CC2CC2)CC1 | 2% | -16% | i | i | i | 8 | -8%
COc1ccc(CCNC(=O)C(C)n2nc(C)c3sc4ccccc4c3c2=O)cc1OC (stereo not drawn) | 0% | . | . | . | . | 10 | 10%
CC(C)CC(=O)NC[C@@H]1C[C@H](F)CN1C(=O)c1cn(CCN)nn1 | -16% | 13% | i | 3% | 0% | -2 | -13%
O=C(Nc1ccc(F)cc1F)c1cc2nc(-c3ccco3)cc(C(F)(F)Cl)n2n1 | -8% | . | . | . | . | -15 | 3%
COc1ccccc1CNC(=O)c1cc2c(-c3ccc(Cl)cc3)nn(C)c2s1 | -3% | . | . | . | . | 12 | 4%
CC1(C(=O)NCc2cccnc2)CN(Cc2ccccc2)Cc2ccc(N3CCOCC3)nc21 (stereo not drawn) | -7% | 1% | -1% | ? | ? | 7 | 3%
COC(=O)c1cc2oc3ccccc3c2n1Cc1ccccc1Cl | 6% | . | . | . | . | 3 | 2%
O=C(NC1CCN(C(=O)c2ccc(-c3cncnc3)cc2)CC1)c1ccccc1Cl | 2% | . | -2% | -26% | -19% | -8 | 5%[12.5 µM]
Cc1c(-c2ccc(Cl)cc2)c(=O)oc2c(CN3CCOCC3)c(O)ccc12 | 20% | . | . | . | . | 9 | ?
O=C(Cn1cc(S(=O)(=O)Cc2ccccc2F)c2ccccc21)Nc1ccc(F)c(Cl)c1 | -27% | . | . | . | . | -1 | ?
Cn1c(=O)n(CCCc2ccccc2)c(=O)c2c1nc1n2CCN1c1ccc(F)cc1 | ? | . | . | . | . | 5 | 8%
COCCC(=O)N[C@H]1C[C@@H](c2nc(-c3ccc(OC(F)(F)F)cc3)no2)N(C)C1 | ? | 9%[172 µM] | -10%[88.5 µM] | ? | ? | -10 | 4%[87.6 µM]
COc1ccccc1OCC(=O)c1ccc2c(c1)N(CC(=O)N(C)Cc1ccccc1)C(=O)CO2 | 6% | -5% | ? | ? | ? | 4 | ?
CCc1ccc(Cc2cnc(NC(=O)c3ccc4c(c3)CC(c3ccccc3)OC4=O)s2)cc1 (stereo not drawn) | -1% | . | . | . | . | -12 | 13%
O=C(Cn1nc2n(c1=O)CCCC2)Nc1ccc(C(F)(F)F)cc1 | 8% | -6% | i | -11% | 8% | 4 | -1%
COC1CN(C2CCN(C(=O)C(C)C)CC2)C12CCOCC2 (stereo not drawn) | -6% | -8% | -18% | -22% | -35% | 3 | 4%
Cc1nc2scc(C)n2c(=O)c1S(=O)(=O)N1CCN(c2cccc(C(F)(F)F)c2)CC1 | ? | . | . | . | . | -11 | -11%
Cc1ncccc1C(=O)N1CCCCCCNC(=O)[C@@H]2CCC[C@@H]21 | 12% | 6% | 0% | -8% | -11% | 4 | -3%
CCOc1ccccc1NC(=O)N1c2ccccc2CC1c1nc(C2CC2)no1 (stereo not drawn) | -16% | -1% | i | -19% | 6% | 13 | -5%
COc1ccc(Cn2cc(S(=O)(=O)c3ccc(C)cc3)c(=O)c3cc(F)ccc32)cc1 | -14% | . | . | . | . | 4 | 4%
COc1ccc(CC(=O)Nc2ccc3n(c2=O)C[C@H]2C[C@@H]3CN(C(=O)Nc3ccc(OC)cc3)C2)cc1 | 11% | -1% | -14% | -4% | -8% | -4 | -19%
CCC(=O)N1CCc2c(C(=O)N3CCN(c4cccc(OC)c4)CC3)cccc21 | -10% | 12% | i | -12% | ? | -13 | -19%
O=C(NCCc1nc(-c2cccnc2)no1)C1NCCc2[nH]cnc21 (stereo not drawn) | ? | 10% | 2% | i | -11% | 14 | -1%
CN(C)C[C@@H]1CN(S(C)(=O)=O)C[C@H]1NC(=O)c1ccc2[nH]ccc2c1 | 4% | -16% | i | -20% | -12% | 5 | 19%
CCOC(=O)[C@@H]1CN(C(=O)OC)[C@H]2c3ccc(OC)cc3O[C@@H]12 | . | . | . | -13% | ? | 3 | .
COc1ccccc1OCCCCn1c(-c2ccc(Cl)cc2)nc2ccccc2c1=O | -15% | . | . | . | . | -4 | -3%
O=C(c1ccc2ncccc2c1)N1CCC(c2nc(CCOCC3CCOCC3)no2)C1 (stereo not drawn) | -5% | . | -6% | -20% | ? | -5 | 7%
c1cnc2nc(C3CCNC3)[nH]c2c1 (stereo not drawn) | -19%&-16%[87.6 µM] | -5%[230 µM] | 4%&-5%[88.5 µM] | -4%&-6%[174 µM] | -13%&1%[230 µM] | 5&-3 | -8%&2%[87.6 µM]
CCc1ccccc1NC(=O)N(C)CCc1c(C)nn(C)c1C | 7% | . | . | . | . | 12 | -15%
CCC(=O)N(C1CCOCC1)C1CCN(S(=O)(=O)c2ccc(C)c(C)c2)CC1 | 7% | -5% | 0% | -13% | ? | -10 | 19%
CCC(COC)NC(=O)c1c(C)noc1-c1ccc(C(C)(C)C)cc1 (stereo not drawn) | -14% | -14% | 1% | ? | ? | -5 | 6%

3 neighbouring compounds out of the list so far, quoted:
smiles | SNCA expr inh | Luciferase inh | GPT2 inh | 3T3 cytotox | HEK293 tox | IP6K1 inh | HEK293 viab
CCc1ccccc1NC(=O)N(C)CCc1c(C)nn(C)c1C | 7% | . | . | . | . | 12 | -15%
CCC(=O)N(C1CCOCC1)C1CCN(S(=O)(=O)c2ccc(C)c(C)c2)CC1 | 7% | -5% | 0% | -13% | ? | -10 | 19%
CCC(COC)NC(=O)c1c(C)noc1-c1ccc(C(C)(C)C)cc1 (stereo not drawn) | -14% | -14% | 1% | ? | ? | -5 | 6%

More structures.
smiles | SNCA expr inh | Luciferase inh | GPT2 inh | 3T3 cytotox | HEK293 tox | IP6K1 inh | HEK293 viab
CCCNC(C)C(=O)Nc1ccccc1C (stereo not drawn) | -15% | . | -1%&-14% | . | . | 11 | 0%
CC(C)[S+](=O)([O-])N1CCC2(CC1)CC(c1cccc(C(F)(F)F)c1)=NO2 | . | . | . | -16% | -32% | 17 | .
CCOc1ccccc1C(=O)N(Cc1ccc(N(C)C)cc1)Cc1ccco1 | -20% | . | . | . | . | 28 | -8%
CC(C)Oc1cccc2c1c(NC(=O)CN1CCCC1=O)nn2-c1cccc(F)c1 | 0% | 0% | i | ? | ? | 10 | ?
COc1ccc(C(=O)N2CC3(COCC(=O)N(Cc4ccccc4)C3)C2)cc1 | -18%[87.6 µM] | -5%[172 µM] | 3%[88.5 µM] | ? | -4%[172 µM] | 6 | -13%[87.6 µM]
O=C(NC1CCC(O)CC1)c1ccc(-c2ncc3cnc(-c4cccc(F)c4)cn23)cc1 (stereo not drawn) | 3%[87.6 µM] | 4%[172 µM] | i | -26%[138 µM] | 71µM* | -8 | -15%[87.6 µM]
CC1=C(C(=O)Nc2ccc(C)cc2C)C(c2ccc([N+](=O)[O-])cc2)n2ncc(C(=O)Nc3ccc(F)cc3)c2N1 (stereo not drawn) | -9% | . | . | . | . | -3 | 1%
CC(C(=O)NCc1cccnc1N(C)CCc1ccccn1)n1cccc1 (stereo not drawn) | 0% | 0% | i | -2% | i | 8 | -20%
O=C(C1CCCC1)N1CCN(c2cc(-c3ccccc3)[nH]n2)CC1 | 71%[activator] | -5% | i | -4% | 5% | 3 | 4%
Cn1nc2n(c1=O)CCN(C(=O)Cc1ccsc1)CC2 | -16% | -11% | -2% | -8% | -4% | -3 | -15%
O=C(c1ccc(F)cc1)N1c2nc(-c3ccco3)nn2C2(CCCCC2)[C@@H]2CCCC[C@@H]21 | -14% | . | . | . | . | -11 | ?
Cc1cc(C(=O)NCc2ccc(Cl)cc2)c2c(C)nn(-c3ccccc3)c2n1 | -4% | . | . | . | . | 2 | 11%
Clc1ccc(Nc2ncncc2-c2nc(-c3ccccc3)no2)cc1 | 1% | -16% | 4% | -14% | -11% | -12 | 5%
Cc1cc2c(-c3cccc(O)c3)nc(-c3c(C)noc3C)cc2[nH]1 | 74%[activator][87.6 µM] | -22%[172 µM] | 2%[88.5 µM] | 35µM* | 45µM* | -13 | -10%[87.6 µM]
CCOc1ccc(-c2ccc(NS(=O)(=O)c3cc(C)c(C)cc3C)cc2)nn1 | ? | . | . | . | . | -14 | -10%
CCC1(O)CCC12CCN(C(=O)c1ccc(C)nc1)CC2 (stereo not drawn) | ? | 0% | -2% | -7% | i | -9 | 1%
CCOC(=O)[C@@H]1CN(C(=O)Nc2ccccc2)[C@H]2c3ccc(OC)cc3O[C@@H]12 | . | . | . | ? | ? | 13 | .
O=S(=O)(Cc1ccccc1)N1CCC(c2nc(CCOc3ccc(F)cc3)no2)C1 (stereo not drawn) | ? | 3% | i | ? | ? | 17 | -5%[12.5 µM]
CCn1c(=O)c2cc(C(=O)N3CCN(c4cccc(OC)c4)CC3)sc2c2ccccc21 | ? | . | . | . | . | 25 | 6%
O=C(CCc1nnn2c1CN(C(=O)COc1ccc(F)cc1)CC2)NCc1ccccc1 | 3% | -2% | 1% | -10% | 4% | 0 | 15%
COCCN1C(=O)CO[C@H]2CN(S(C)(=O)=O)C[C@H]21 | ? | -1%[230 µM] | ? | i | -8%[230 µM] | -2 | 1%[87.6 µM]
COc1cc(Cl)ccc1C(=O)N[C@@H]1CN(c2ccncn2)C[C@H]1CN(C)C | 0% | -7% | i | -12% | 1% | -7 | -12%
O=C(NC1CCCCC1)N1C[C@@H]2C[C@H](C1)c1c(-c3ccc4ccccc4c3)ccc(=O)n1C2 | -6% | 15% | 4% | ? | ? | -3 | -20%
CCC1(N2CCN(S(=O)(=O)c3cc(F)ccc3C)CC2)CCN(C(=O)NC)C1 (stereo not drawn) | -26% | 5% | i | ? | ? | -5 | -20%
CCc1nc(CN2CCC(N3CCCC(C(=O)NCc4ccccn4)C3)CC2)no1 (stereo not drawn) | ? | -2% | 1% | 3% | -1% | -4 | 8%
O=C(c1cccs1)c1cn(CCOc2ccc(F)cc2)c2ccccc12 | 14% | . | . | . | . | 7 | 4%

Source: PubChem
